proCasp7 act – activates human procaspase-7, counter-screen for procaspase-3 activators | P55210 | recombinant procaspase-7, Ac-DEVD-pNA absorbance 405 nm; D23A/D198A/D206A triple mutant, cannot self-cleave; scale: DMSO 0, 5 µM enzyme 100 | activation, % at 8.5 µM | hit rate 0.093% among 330,000 | AID 463210;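 active means percent activation above the screen-wide mean plus 3 SD, cut at about 25% in these data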
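buffer or medium = Zinc-free HEPES/NaCl buffer, pH 7.4 | material = Procaspase-7 triple mutant (PC-7 D3A) | input = 2 µM procaspase-7 mutant as dispensed | signal = Epi-absorbance of released pNA at 405 nm, two timepoints | timing = 1 h preincubation, 2 h reaction | replicates = singlicate compound testing | evaluation = % activation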
PP5 inh – blocks human protein phosphatase 5 activity; P53041; purified PP5c, OMFP substrate fluorescence; inhibition, % at 6.7 µM; hit rate 0.18% among 320,000; AID 1987;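 active means inhibition above the campaign's mean inhibition across all tested compounds plus 3 SD, cut at about 9.5% in these data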;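 further: 0% = DMSO only and 100% = 100 µM cantharidin control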
proCasp3 act – activates human procaspase-3; recombinant procaspase-3 D3A, Ac-DEVD-pNA absorbance 405 nm; activation, % at 8.5 µM; hit rate 0.11% among 330,000; AID 463141;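 active means activation above the mean of all tested compounds plus 3 SD, cut at about 21% in these data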;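 further: 0% = DMSO alone and 100% = DMSO wells spiked with extra 5 µM PC-3 D3A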
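Assay system – Procaspase-3 D3A mutant, all three cleavage aspartates alanine · Controls – DMSO-only low control, 5 µM PC-3 D3A high control · Schedule – 1 h compound preincubation, 2 h substrate hydrolysis at 25 °C · Signal – 405 nm absorbance of p-nitroaniline, reads at 0 and 120 min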
Fh CTSL1 inh – cathepsin L1 inhibition, PFM18AAP counter-screen. recombinant F. hepatica cathepsin L1, Z-Leu-Arg-MCA fluorescence. inhibition, % at 5.96 µM. hit rate 0.49% among 300,000. AID 1906;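 active means inhibition above the mean of all tested compounds plus 3 SD, set per screening campaign, cut at about 17% in these data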;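 further: 0% = plate median of test compound wells and 100% = 1 µM Z-Phe-Ala-diazomethylketone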
VLA-4 inh – inhibition in a human VLA-4 binding assay; AID 2557; P13612; VLA-4 expressing cells, ligand binding flow cytometry; hit rate 0.2% among 330,000; inhibition, % (about 7 µM as worked out from the volumes in the protocol); in the data active means inhibition above about 50%
GASC-1 inh – blocks human GASC-1 demethylase activity | Q9H3R0 | GST-JMJD2C(1-420) H3K9me3 demethylation, DELFIA europium | inhibition, % at 2.35 µM | hit rate 0.069% among 330,000 | AID 2099;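 active means more than half of a compound's replicate wells show inhibition beyond 50%, single wells judged on their own value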;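 further: signal counts dimethyl H3K9 product captured on neutravidin plate; 0% = median of DMSO wells and 100% = 0.3 times that DMSO median; strong numbers were not always called active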
Target sequence (Q9H3R0 1-420 limits assumed): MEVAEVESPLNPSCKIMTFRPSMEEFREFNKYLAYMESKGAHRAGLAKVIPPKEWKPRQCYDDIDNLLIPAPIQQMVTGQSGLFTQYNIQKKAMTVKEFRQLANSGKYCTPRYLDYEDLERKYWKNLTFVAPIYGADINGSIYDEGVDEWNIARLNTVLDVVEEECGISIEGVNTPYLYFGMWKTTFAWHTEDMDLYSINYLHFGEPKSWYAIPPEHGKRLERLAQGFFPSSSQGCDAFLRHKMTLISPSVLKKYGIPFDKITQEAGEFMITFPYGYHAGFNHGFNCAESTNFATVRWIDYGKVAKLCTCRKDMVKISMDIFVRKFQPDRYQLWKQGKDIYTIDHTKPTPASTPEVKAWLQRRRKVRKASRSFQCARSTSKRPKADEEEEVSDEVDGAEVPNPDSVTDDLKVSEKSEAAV
GRK2 inh – inhibitors of human GRK2 displacing RNA aptamer. inhibition of aptamer binding, % at 10 µM. P25098. hit rate 0.59% among 330,000. bead flow cytometry, FAM-aptamer displacement from GRK2;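 active means inhibition of aptamer binding above 40%, roughly 3 SD of noise, on plates passing a quality check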;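 further: median bead fluorescence of bound FAM aptamer so fluorescent compounds give negative values; no value below 0 was filed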
core dimer inh – HCV core protein dimerization inhibition; hit rate 0.33% among 300,000; inhibition, % at 5 µM; TR-FRET GST/Flag-core106 dimerization, 1536-well;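 active means inhibition above the mean of all tested compounds plus 3 SD, set per screening campaign, cut at about 45% in these data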
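System – GST-tagged and Flag-tagged HCV core protein residues 1-106 · Repeats – one well for each compound · Technique – TR-FRET 671 and 617 nm emission · Doses – one concentration, 5 µM, in 0.5% DMSO · Times – 4 h, 22.5 °C incubation · Also added – Eu donor and XL665 acceptor anti-tag antibodies · Measure – percent inhibition of core106 dimerization signal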
PP1 inh – counter-screen for PP5 inhibitors: inhibitors of human PP1-alpha; purified PP1alpha, OMFP fluorescence; AID 2235; P62136; inhibition, % at 6.7 µM; hit rate 0.9% among 320,000;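 active means inhibition above the mean inhibition of all tested compounds plus 3 SD, computed separately for each screening campaign, cut at about 15% in these data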
Active calls of the source: *.

Codes: A = proCasp7 act; B = PP5 inh; C = proCasp3 act; D = Fh CTSL1 inh; E = VLA-4 inh; F = GASC-1 inh; G = GRK2 inh; H = core dimer inh; I = PP1 inh
1) Cc1ccc(-n2ncc3c(=O)n(CC(=O)N(C)C)cnc32)cc1
  A: -1; B: 0.6; C: 5; D: -7; E: -5; F: -4; G: 0; H: -2; I: 0

2) CCN(CC)S(=O)(=O)c1ccc(N2CCOCC2)c(NC(=O)c2cccc3c(=O)c(C)c(-c4ccccc4)oc23)c1
  A: 5; B: -1.4; C: 2; D: 3; E: -9; F: 2; G: 0; H: 19; I: 4

3) COc1ccc(CC(=O)NCC(=O)N/N=C/c2sccc2C)cc1
  A: 11; B: 4.4; C: 4; D: -1; E: 1; F: -4; G: 0; H: 26; I: 0

4) Cc1ccccc1OCC(O)Cn1c(N2CCCCC2)nc2c1c(=O)[nH]c(=O)n2C (configuration not stated)
  A: -2; B: 0.5; C: 5; D: -3; E: -3; F: -4; G: 0; H: 7; I: -4

5) COc1ccc2c(c1)c(=O)oc1cc(OCC(=O)NCC3CCC(C(=O)O)CC3)ccc12 (configuration not stated)
  A: 6; B: 2.5; C: 8; D: 3; E: 0; F: 12; G: 0; H: 6; I: -5

6) CCOC(=O)C1=C(C)N(CCCC(=O)O)C(=O)NC1c1ccccc1OS(=O)(=O)c1ccccc1[N+](=O)[O-] (configuration not stated)
  A: 3; B: 2.2; C: 10; D: 0; E: 14; F: 1; G: 0; H: 8; I: 0

7) COC(=O)c1cc2n(n1)CCN(Cc1ccc(F)cc1)C2=O
  A: -8; B: 0.6; C: 1; D: -1; E: 16; F: -5; G: 0; H: -6; I: -2

8) O=C(NC(=S)NN1CCCCC1c1cccnc1)c1ccc(Br)cc1 (configuration not stated)
  A: -7; B: 0.8; C: 0; D: 0; E: 0; F: 5; G: 1; H: -5; I: -1

9) CCOC(=O)C1(C)NC(c2ccc(OC)cc2OC)C2C(=O)N(CC)C(=O)C21 (configuration not stated)
  A: 5; B: 0.4; C: 9; D: -4; E: 10; F: -21; G: 0; H: 0; I: 2

10) CC(=O)OC(C(=O)NCCN1CCOCC1)c1c(F)cccc1F (configuration not stated)
  A: 4; B: 2.7; C: 5; D: -23; E: 15; F: 28; G: 0; H: -6; I: 2

11) O=C(NCc1n[nH]c(=S)n1-c1ccc(Br)cc1)c1ccc(S(=O)(=O)N2CCOCC2)cc1
  A: -1; B: 3.8; C: -3; D: -2; E: 0; F: -20; G: 1; H: -1; I: -2

12) Cc1onc(-c2ccccc2)c1C(=O)Nc1nnc(C(C)(C)C)s1
  A: 3; B: -2.0; C: -1; D: -1; E: 2; F: 4; G: 1; H: 8; I: -1

13) C/C(=N/NS(=O)(=O)c1ccc(F)cc1)c1ccc(NC(=O)c2ccc(C)o2)cc1
  A: 1; B: 0.3; C: -10; D: 2; E: 4; F: 4; G: 0; H: -4; I: -2

One compound at a time (already shown). Screens in order: proCasp7 act	PP5 inh	proCasp3 act	Fh CTSL1 inh	VLA-4 inh	GASC-1 inh	GRK2 inh	core dimer inh	PP1 inh
CCN(CC)S(=O)(=O)c1ccc(N2CCOCC2)c(NC(=O)c2cccc3c(=O)c(C)c(-c4ccccc4)oc23)c1 is listed as 5	-1.4	2	3	-9	2	0	19	4
Cc1ccc(-n2ncc3c(=O)n(CC(=O)N(C)C)cnc32)cc1 is listed as -1	0.6	5	-7	-5	-4	0	-2	0

In the list so far, these contain nitrogen in an aromatic ring:
Codes: A = proCasp7 act; B = PP5 inh; C = proCasp3 act; D = Fh CTSL1 inh; E = VLA-4 inh; F = GASC-1 inh; G = GRK2 inh; H = core dimer inh; I = PP1 inh
1) Cc1ccc(-n2ncc3c(=O)n(CC(=O)N(C)C)cnc32)cc1
  A: -1; B: 0.6; C: 5; D: -7; E: -5; F: -4; G: 0; H: -2; I: 0

4) Cc1ccccc1OCC(O)Cn1c(N2CCCCC2)nc2c1c(=O)[nH]c(=O)n2C (configuration not stated)
  A: -2; B: 0.5; C: 5; D: -3; E: -3; F: -4; G: 0; H: 7; I: -4

7) COC(=O)c1cc2n(n1)CCN(Cc1ccc(F)cc1)C2=O
  A: -8; B: 0.6; C: 1; D: -1; E: 16; F: -5; G: 0; H: -6; I: -2

8) O=C(NC(=S)NN1CCCCC1c1cccnc1)c1ccc(Br)cc1 (configuration not stated)
  A: -7; B: 0.8; C: 0; D: 0; E: 0; F: 5; G: 1; H: -5; I: -1

11) O=C(NCc1n[nH]c(=S)n1-c1ccc(Br)cc1)c1ccc(S(=O)(=O)N2CCOCC2)cc1
  A: -1; B: 3.8; C: -3; D: -2; E: 0; F: -20; G: 1; H: -1; I: -2

12) Cc1onc(-c2ccccc2)c1C(=O)Nc1nnc(C(C)(C)C)s1
  A: 3; B: -2.0; C: -1; D: -1; E: 2; F: 4; G: 1; H: 8; I: -1

Assay outcomes (PubChem)

Rows are unselected. Share with any hit: about 2.6%.
